Screening results deposited in PubChem BioAssay by several laboratories.
LMPTP block: LMPTP phosphatase inhibitors, primary screen, biochemical, fluorescence intensity, uHTS. Low molecular weight phosphotyrosine protein phosphatase (Homo sapiens), P24666. recombinant LMPTP-A, OMFP fluorogenic substrate. inhibition, % at 20 µM. 360,000 tested, 0.22% active. AID 651560, 2012;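 active = compounds that cut the enzyme signal by at least half of the control window in the single-dose screen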;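 also: plate controls were DMSO wells with enzyme plus substrate for no effect and substrate without enzyme for full effect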
Target sequence (P24666 whole entry, looked up): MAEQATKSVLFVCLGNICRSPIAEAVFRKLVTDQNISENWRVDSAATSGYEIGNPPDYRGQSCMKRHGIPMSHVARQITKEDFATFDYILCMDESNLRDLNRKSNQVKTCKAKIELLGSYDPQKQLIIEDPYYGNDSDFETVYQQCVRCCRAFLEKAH
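Test system – LMPTP-A phosphatase enzyme · Quantity – 0.625 nM LMPTP-A final · Reagent – OMFP substrate, 400 µM final · Dosing – one test concentration per compound, 20 µM, with 3% DMSO overall · Timing – 50 min enzyme reaction at room temperature, protected from light · Detection – fluorescence intensity · Controls – substrate-only low control, DMSO enzyme-plus-substrate high control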
Scp1 inh: Scp-1 phosphatase inhibitors, primary screen, biochemical, colorimetric, uHTS; Recombinant Scp1, phosphopeptide, malachite green phosphate absorbance; inhibition, % at 20 µM; 340,000 tested, 0.88% active;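 active = inhibition above about 50% at 20 µM, limit read from the data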;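 also: plate controls were DMSO wells with enzyme for no effect and wells lacking enzyme for full effect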
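Material: truncated SCP-1 phosphatase (76-261aa) / Buffer or medium: 50 mM Tris acetate pH 5.5, 0.005% Tween-20, 10 mM MgCl2 / Compound dosing: one concentration, 20 µM, with 1.0% DMSO / Incubation: 45 min room-temperature reaction, 5 min colour, 30 min stabiliser / Detection: colorimetric free-phosphate detection, absorbance 630 nm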
NadD block: inhibitors of S. aureus NadD, primary screen, biochemical, colorimetric, uHTS; 360,000 tested, 0.78% active; inhibition, % at 20 µM; purified NadD enzyme, colorimetric absorbance read-out; Nicotinate-nucleotide adenylyltransferase NadD (Staphylococcus aureus N315); in the data active = inhibition above about 26%; also: some compounds past the cut are filed as inactive
DNMT1 block: human DNMT1 methyltransferase inhibitors, primary screen, biochemical, molecular beacon, fluorescence, HinP1I cleavage, uHTS. DNA (cytosine-5)-methyltransferase 1 (Homo sapiens), P26358. inhibition (reported as % activation of signal), % at 10 µM. 360,000 tested, 0.83% active. AID 588458, 2011; in the data active = inhibition above about 50%
MsrA inhibitor: bovine MsrA enzyme inhibitors, primary screen, biochemical, absorbance, HTS; AID 651718, 2012; inhibition, % at 15.5 µM; 360,000 tested, 0.75% active; purified bovine MsrA, absorbance read-out; Methionine sulfoxide reductase A (Bos taurus); in the data active = inhibition above about 4.5%;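 also: 0% = vehicle wells with enzyme and 100% = reference inhibitor wells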
CSN deneddyl inh: inhibitors of CSN-mediated cullin deneddylation, primary screen, biochemical, fluorescence polarization, uHTS | COP9 signalosome complex subunit 5 (Homo sapiens), Q92905 | Purified CSN, SCF-Nedd8-OG deneddylation | inhibition, % at 12.5 µM | 360,000 tested, 0.38% active | AID 651999, 2013;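 active = pattern-corrected inhibition above about 35%, with an unprinted fluorescence ratio check between 0.5 and 1.5, limit read from the data, passing the limit was not always enough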;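 also: 0% = enzyme with substrate and 100% = substrate without enzyme; some results filed as inactive read as strong as hits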
Target sequence (Q92905 whole entry, looked up, one chain of several): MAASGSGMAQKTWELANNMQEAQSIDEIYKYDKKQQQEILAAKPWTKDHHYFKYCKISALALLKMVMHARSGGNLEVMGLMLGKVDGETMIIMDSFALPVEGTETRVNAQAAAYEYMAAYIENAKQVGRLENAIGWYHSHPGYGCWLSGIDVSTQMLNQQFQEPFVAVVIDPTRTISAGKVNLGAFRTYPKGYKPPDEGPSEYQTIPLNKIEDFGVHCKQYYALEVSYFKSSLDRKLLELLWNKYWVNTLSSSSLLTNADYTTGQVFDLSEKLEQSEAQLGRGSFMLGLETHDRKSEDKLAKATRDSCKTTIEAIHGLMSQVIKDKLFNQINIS
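Assay system: Purified human Csn5 enzyme expressed in HEK293T cells | Amount: Enzyme 0.24 nM | Measured by: Fluorescence polarization readout | Medium: Tris/NaCl/DTT buffer, pH 7.5 | Compound dosing: One concentration, 12.5 µM, 0.25% DMSO | Times: 90 min incubation of compound, enzyme and substrate at room temperature | Control set: no-enzyme wells high, enzyme-with-substrate wells low | Read-out: % inhibition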
TbMetRS inhib: T. brucei MetRS inhibitors, primary screen, biochemical, luminescence; methionyl-tRNA synthetase (Trypanosoma brucei brucei); purified T. brucei MetRS, ATP depletion, Kinase-Glo luminescence; inhibition, % at 11.9 µM; 360,000 tested, 0.4% active;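 active = inhibition above a per-plate cutoff of the control wells' mean inhibition plus 3 SD, cut at about 5.5% in these data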;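 also: 0% = DMSO wells median and 100% = median of wells with control inhibitor compound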
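Dosing: 11.9 µM single point; system: parasite MetRS enzyme; technique: luminescence of leftover ATP; times: 15 min enzyme-compound preincubation, 2 h reaction, 10 min detection, 25 °C; replicates: each compound tested once; read-out basis: percent inhibition relative to median high and low control wells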
Rpn11 inh: Rpn11 (PSMD14) deubiquitinase inhibitors, primary screen, biochemical, fluorescence polarization, uHTS. 26S proteasome non-ATPase regulatory subunit 14 (Homo sapiens), O00487. human 26S proteasome, Ub4-pepOG fluorescence polarization; 20S core pre-blocked with epoxomicin. calls only at 20 µM. 360,000 tested, 0.59% active;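 active = inhibition at 20 µM, scaled to each plate's controls, above about 33%, limit read from the data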
Target sequence (O00487 whole entry, looked up): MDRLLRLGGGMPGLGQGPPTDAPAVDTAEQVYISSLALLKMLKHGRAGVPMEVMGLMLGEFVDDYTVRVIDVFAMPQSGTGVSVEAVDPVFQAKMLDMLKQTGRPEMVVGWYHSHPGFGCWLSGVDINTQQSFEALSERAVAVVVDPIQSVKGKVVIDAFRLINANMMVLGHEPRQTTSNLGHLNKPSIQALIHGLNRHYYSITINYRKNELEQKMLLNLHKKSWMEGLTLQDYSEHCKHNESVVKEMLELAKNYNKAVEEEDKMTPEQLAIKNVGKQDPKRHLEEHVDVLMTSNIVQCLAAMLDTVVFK
SUMO1 PPI mod: modulators of SUMO1 protein-protein interactions, primary screen, biochemical, uHTS; 360,000 tested, 0.33% active; AID 602429, 2012; Small ubiquitin-related modifier 1 (Homo sapiens), P63165; SUMO1 binding to a labelled peptide, TR-FRET, 1 h; inhibition, % at 20 µM; in the data active = inhibition above about 37%
Target sequence (P63165 whole entry, looked up): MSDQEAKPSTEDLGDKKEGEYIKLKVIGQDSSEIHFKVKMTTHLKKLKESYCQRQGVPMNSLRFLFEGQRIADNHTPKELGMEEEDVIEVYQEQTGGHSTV
STEP inh: STEP phosphatase inhibitors, primary screen, biochemical, fluorescence intensity, uHTS. recombinant STEP, OMFP fluorogenic substrate. 360,000 tested, 0.25% active. inhibition, % at 20 µM. Tyrosine-protein phosphatase non-receptor type 5 (Homo sapiens), P54829. AID 588621, 2011;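 active = inhibition at 20 µM, scaled per plate between control wells, above about 37%, limit read from the data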;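 also: 0% = DMSO with enzyme and substrate and 100% = substrate only without enzyme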
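Also added – OMFP at 25 µM · Test system – STEP tyrosine phosphatase · Technique – FITC-channel fluorescence of OMFP product · Schedule – 20 min at room temperature, dark · Evaluation – control-normalized % inhibition with plate pattern correction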
Starred values were filed as active, the others as inactive; i = inactive; nt = not tested or not shown. Rows were taken by chance; any-hit rate near 3.9%.

SMILES | LMPTP block | Scp1 inh | NadD block | DNMT1 block | MsrA inhibitor | CSN deneddyl inh | TbMetRS inhib | Rpn11 inh | SUMO1 PPI mod | STEP inh
CC12CN3CC(C)(CN(C1)C3c1ccc3c(c1)OCO3)C2 (centres undefined) | -0.5 | -1 | -3 | 3 | -0.6 | 1 | -0.2 | i | 0 | -3
CCc1ccc(CCC(=O)Nc2ccc(Br)cc2)o1 | 0.0 | 1 | -7 | -1 | 0.3 | 0 | 1.9 | i | 4 | -3
CC(=O)Nc1ccccc1-c1nc2ccc(C(=O)N3CCN(c4cc(C)ccc4C)CC3)cc2[nH]c1=O | 1.5 | -13 | 7 | -9 | 0.7 | 6 | 0.1 | i | -14 | 0
CCOc1cccc(N2C(=O)CC(N3CCC(C(N)=O)(N4CCCCC4)CC3)C2=O)c1 (centres undefined) | -0.1 | -2 | 10 | 1 | 0.3 | -1 | -0.5 | i | 0 | 1
O=C1c2cccc3c(N4CCOCC4)c([N+](=O)[O-])cc(c23)C(=O)N1c1cccc2ccccc12 | 4.2 | -10 | 27 | 2 | -0.4 | 0 | 0.4 | i | -12 | 4
O=C(COC(=O)c1n[nH]c2ccccc12)Nc1ccccc1F | 0.8 | 3 | -3 | 0 | -0.6 | 2 | -0.3 | i | 2 | -1
Cc1ccc(OCC(=O)NNC(=O)C2CSC3(C)CCC(=O)N23)cc1 (centres undefined) | -0.5 | -2 | 1 | -1 | 0.7 | -6 | -0.5 | i | 11 | -3
CC(C)CCN(C(=O)c1csnn1)C(C(=O)NC1CCCC1)c1ccc(F)cc1 (centres undefined) | 1.3 | -5 | -3 | -3 | -1.1 | 2 | -0.4 | i | -4 | -1
CC(C)NC(=O)Cn1nnc(-c2cccc(NC(=O)c3ccccc3F)c2)n1 | -2.2 | 5 | -5 | 3 | -0.4 | 3 | -1.0 | i | -3 | -2
COc1ccccc1CC1(C)C(=O)Nc2c(Cl)cccc21 (centres undefined) | -1.2 | nt | 2 | -1 | 0.9 | -5 | -0.1 | i | -1 | 1
COc1cc(/C=N/Nc2nc3ccccc3o2)cc(OC)c1O | 0.5 | 0 | 3 | -8 | 4.6* | -4 | -1.1 | i | -4 | 1
O=C(O)C1CCCCC1C(=O)NCCCn1ccnc1 (centres undefined) | -11 | -5 | 8 | 0 | nt | -2 | -0.1 | i | -1 | -1
CCOC(=O)C1CCN(c2c(N3CCCCCC3)c(=O)c2=O)CC1 | 0.6 | -7 | 1 | -1 | 3.2 | 6 | 0.0 | i | -2 | -2
O=C(CN(c1ccccc1Cl)S(=O)(=O)c1ccccc1)N/N=C/c1ccccc1C(=O)O | 0.2 | 0 | 1 | 3 | -0.4 | 1 | -0.9 | i | 6 | 1
CCNC(=O)CNC(=O)c1nn(Cc2ccccc2)c(=O)c2ccccc12 | -1.1 | 1 | -1 | 4 | 0.1 | -4 | -0.6 | i | 0 | -2
O=S(=O)(c1ccc(Cl)cc1)N1CCC(c2nc3ccccc3[nH]2)CC1 | 0.1 | 3 | -14 | -2 | 0.9 | 3 | 4.8 | i | 3 | -1
Cc1cc(OCC(=O)Nc2ccccn2)c2c(C)cc(=O)oc2c1 | -1.1 | -6 | -4 | 4 | -0.3 | 4 | -0.2 | i | 2 | -2
CCOC(=O)c1sc2ncn(CC(=O)N(CC)CC)c(=O)c2c1C | -2.1 | -9 | 0 | 2 | 0.5 | 4 | 0.7 | i | -5 | 2
O=C(NCCS(=O)(=O)N1CCN(c2cccc(Cl)c2)CC1)c1ccco1 | -0.4 | -5 | 0 | 0 | 0.4 | 1 | -0.3 | i | 2 | 0
C/C(CCc1oc2c(Br)cc(Br)cc2c1-c1ccc(C)o1)=N\O | 0.7 | 5 | 17 | -32 | 0.0 | 14 | 15* | i | 24 | 0
Cc1cccc(C)c1NC(=O)c1csc(COCCO)n1 | 0.0 | nt | -4 | 0 | 2.5 | 2 | -0.3 | i | -1 | 1
Cc1cc2nc(-c3ccccn3)c(-c3ccccn3)nc2cc1C | -0.4 | nt | -4 | -1 | 2.9 | 1 | -2.9 | i | -26 | 0
Cc1ccc(S(=O)(=O)NNC(=O)Nc2ccc(Cl)cc2)cc1 | 1.5 | -17 | -1 | 2 | -0.1 | -1 | 2.5 | i | -1 | -3
Cc1ccc(NC(=O)CSc2n[nH]c(N)n2)cc1S(=O)(=O)N1CCOCC1 | -0.1 | -11 | 0 | 2 | 0.2 | 0 | -0.1 | i | 6 | 5

Retrieved by structure from the list above, two records:
SMILES | LMPTP block | Scp1 inh | NadD block | DNMT1 block | MsrA inhibitor | CSN deneddyl inh | TbMetRS inhib | Rpn11 inh | SUMO1 PPI mod | STEP inh
O=S(=O)(c1ccc(Cl)cc1)N1CCC(c2nc3ccccc3[nH]2)CC1 | 0.1 | 3 | -14 | -2 | 0.9 | 3 | 4.8 | i | 3 | -1
CCOC(=O)C1CCN(c2c(N3CCCCCC3)c(=O)c2=O)CC1 | 0.6 | -7 | 1 | -1 | 3.2 | 6 | 0.0 | i | -2 | -2

(list continues)
SMILES | LMPTP block | Scp1 inh | NadD block | DNMT1 block | MsrA inhibitor | CSN deneddyl inh | TbMetRS inhib | Rpn11 inh | SUMO1 PPI mod | STEP inh
O=C(NCCc1ccc(Cl)cc1Cl)c1cc([N+](=O)[O-])c[nH]c1=O | -0.5 | 3 | -1 | 1 | 2.7 | 3 | 0.3 | i | -22 | 1
COc1ccc(C)cc1-n1nnnc1SCC1CCCO1 (centres undefined) | -0.1 | -12 | -1 | -1 | -0.7 | -2 | -1.2 | i | -4 | -4
COc1cc(OC)cc(C(=O)NC(C(=O)Nc2ccc3c(c2)CCC3)C(C)C)c1 (centres undefined) | 0.7 | -11 | 0 | -7 | -0.6 | -3 | -0.6 | i | 1 | -1
COc1ccc(C(=O)Nc2ccccc2C(=O)N/N=C/c2ccncc2)cc1OC | -1.0 | -7 | 4 | 0 | -0.4 | -4 | -3.9 | i | -2 | 0
CC1CCN(C(=O)COC(=O)C23CC4CC(CC(O)(C4)C2)C3)CC1 | 1.1 | -5 | 3 | -4 | 0.0 | 5 | -0.2 | i | 1 | 3
CCc1ccccc1N1CCN(S(=O)(=O)c2ccc(F)c(C)c2)CC1 | 2.6 | 5 | 8 | -1 | -0.2 | -2 | -1.5 | i | 1 | 4
COCCN(C(=O)c1ccccc1OC)c1nnc(C)s1 | 3.3 | -11 | -3 | 3 | 0.6 | 6 | 0.0 | i | 2 | 1
CCN1C(=O)S/C(=C/c2ccc(Sc3nc4ccccc4[nH]3)o2)C1=O | 2.8 | 21 | 15 | -5 | 0.1 | 10 | 1.0 | i | -20 | -1
CNc1c(N)c(=O)oc2ccccc12 | 1.7 | -1 | -7 | 0 | 0.0 | -5 | 0.5 | i | -1 | 1
O=C(C1CC=CCC1)N1CCCCCC1 (centres undefined) | -1.2 | nt | -1 | -4 | 0.0 | 1 | -0.1 | i | 2 | -2
O=C(CN(c1ccc(F)cc1)S(=O)(=O)c1ccc2c(c1)OCCO2)N1CCOCC1 | -0.7 | -12 | 3 | 3 | 0.7 | 5 | -0.8 | i | 12 | -1
Cc1ccc(C(=O)NCC(=O)N2CCc3ccccc3C2)cc1C | -0.6 | -9 | -5 | 2 | -0.5 | 4 | -0.5 | i | -3 | 2

Next part, starting with the last four of the part before.
SMILES | LMPTP block | Scp1 inh | NadD block | DNMT1 block | MsrA inhibitor | CSN deneddyl inh | TbMetRS inhib | Rpn11 inh | SUMO1 PPI mod | STEP inh
CNc1c(N)c(=O)oc2ccccc12 | 1.7 | -1 | -7 | 0 | 0.0 | -5 | 0.5 | i | -1 | 1
O=C(C1CC=CCC1)N1CCCCCC1 (centres undefined) | -1.2 | nt | -1 | -4 | 0.0 | 1 | -0.1 | i | 2 | -2
O=C(CN(c1ccc(F)cc1)S(=O)(=O)c1ccc2c(c1)OCCO2)N1CCOCC1 | -0.7 | -12 | 3 | 3 | 0.7 | 5 | -0.8 | i | 12 | -1
Cc1ccc(C(=O)NCC(=O)N2CCc3ccccc3C2)cc1C | -0.6 | -9 | -5 | 2 | -0.5 | 4 | -0.5 | i | -3 | 2
COc1ccc(NCc2nnc(SCc3ccc(Cl)cc3)n2-c2ccccc2)cc1 | 1.9 | 1 | 0 | -10 | -0.6 | 9 | 0.2 | i | -5 | 0
O=C(COC(=O)Cc1c[nH]c2ccccc12)Nc1ccccc1 | 0.1 | -8 | -10 | -3 | -1.2 | -11 | 0.3 | i | 0 | 2
COc1cc(C(=O)NCCc2ccc(S(N)(=O)=O)cc2)ccc1OCc1c(C)noc1C | -0.7 | -4 | -4 | 4 | 0.0 | -2 | 0.0 | i | 3 | 0
O=C(NCc1ccncc1)C(=O)NCC1OCCN1S(=O)(=O)c1ccccc1 (centres undefined) | -2.1 | nt | -5 | 4 | 2.4 | 0 | -0.3 | i | -5 | -1
O=C(CSc1nc2c(c(=O)[nH]1)CCC2)Nc1cccc(Cl)c1 | -2.7 | -5 | 0 | 3 | -0.9 | -9 | -0.8 | i | 6 | -2
Cc1ccc(S(=O)(=O)N(C)C)cc1NC(=O)C(C)NC(C)c1cccs1 (centres undefined) | -1.8 | 9 | -5 | -1 | 0.0 | 11 | -0.3 | i | -4 | -1
CNc1cncc(-c2cccc(C(=O)N3CCOCC3)c2)n1 | -0.8 | nt | -2 | 0 | 1.6 | -3 | -0.1 | i | -4 | 3
Cc1nc(-c2ccc(NC(=O)c3cccs3)cc2)cs1 | 0.4 | 3 | -3 | -3 | 1.8 | 1 | -4.3 | i | 2 | -4
